# human PMI inhibitors: human PMI inhibitors, high substrate, primary screen, biochemical, fluorescence intensity, high mannose 6-phosphate (AID 1220); Mannose-6-phosphate isomerase (Homo sapiens); recombinant PMI enzyme, coupled fluorescence intensity; higher % means a stronger effect; inhibition, % at 20 µM, or IC50 in µM where a hit was titrated; 190,000 compounds, 0.66% hits
# Hep lipid drop: inhibitors of hepatocyte lipid droplet formation, primary screen, imaging, high-throughput imaging, BODIPY stain | AML12 mouse hepatocytes, oleate lipid droplets | 240,000 compounds, 0.4% hits | inhibition, % at 6.5 µM;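 active = lipid droplet intensity inhibited by at least 50%, with more than 500 cells counted; inconclusive = wells with under 300 cells, treated as cytotoxic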
#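 Material: mouse AML12 hepatocyte cell line, fixed after treatment; Timing: compound with oleate, overnight; Technique: high-content imaging of BODIPY-stained droplets and DAPI nuclei; Probe or stimulus: oleate, 100 µM final; Dosing: compound at 6.5 µM only.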
# Myeloid diff 2: induction of myeloid progenitor differentiation, primary screen, cell-based, flow cytometry, MLPCN library; 360,000 compounds, 1% hits; AID 624256, 2012; ER-HoxA9 myeloid progenitors, lysozyme-GFP differentiation; calls only at 10 µM;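 active = normalized GFP-positive differentiation at or above the plate's own cutoff, the solvent-only control mean plus 3 SD; inconclusive = no clear call, values can overlap the other calls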;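 note: cells exposed to compound for four days before flow analysis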
# CSM14.1 death rescue: rescue of cells from ER stress-induced death, primary screen, 384-well, CSM14.1, thapsigargin, ATP luminescence (AID 1222); CSM14.1 thapsigargin-induced death rescue, ATP luminescence; higher % means a stronger effect; 190,000 tested, under 10 active; cellular ATP content (survival), % at 20 µM; hits with a dose series show EC50 in µM;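 active = EC50 below 50 µM in the dose-response confirmation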;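 note: death triggered by thapsigargin at about 15 µM added after 2 h compound pretreatment; cell ATP read after overnight thapsigargin exposure of roughly 18 to 22 hours; normalized against plate controls of thapsigargin alone and 5% DMSO vehicle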
# TNAP activation fold: human TNAP enzyme activators, primary screen, biochemical, luminescent, no phosphate acceptor, uHTS (AID 1001) | 200,000 compounds, 0.03% hits | one-dose activation fold at 20 µM; EC50 in µM for titrated hits | purified TNAP, luminescent activation assay, no phosphate acceptor; higher activation fold means a stronger effect | Alkaline phosphatase, tissue-nonspecific isozyme (Homo sapiens); in the data active = activation fold from about 3, or a potency from the dose series; inactive = the rest, 99 in 100 with activation fold below about 1.6; note: many of its hits are not listed in these tables
# M1AAP inhibition: P. falciparum M1AAP inhibitors, biochemical, fluorogenic H-Leu-NHMec substrate, 1536-well (AID 1445). 220,000 compounds, 0.42% hits. recombinant M1AAP, H-Leu-NHMec fluorogenic kinetic assay; higher % means a stronger effect. inhibition, % at 30 µM; hits with a dose series show IC50 in µM. Aminopeptidase N (Plasmodium falciparum (isolate 3D7));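 active = primary inhibition above the hit cutoff, then over 50% inhibition at one or more dose response concentrations, cut at about 23% in these data, passing the limit was not always enough; inconclusive = conflicting primary data, or primary hits not chosen for dose response; inactive = low primary inhibition, or under 50% at every dose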;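 note: plate controls were DMSO full reaction for no effect and no enzyme background for full effect; strong numbers were not always called active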
# WT yeast gro inh: growth inhibition of WT strain, primary screen, mitochondrial fusion inhibitor project, WT and mutant strains, chemical genetic | mitochondrial fusion phenotypic screen | inhibition, % at 10 µM | 190,000 compounds, 2.1% hits | AID 1362, 2008; in the data active = inhibition above about 58%; tested in S. cerevisiae
# K1F lysis inhibition: inhibition of K1F phage lysis, E. coli UTI89, bacterial capsule biogenesis inhibitors, alamar blue (AID 488966) | 340,000 compounds, 0.02% hits | one-dose inhibition, % at 100 µM; IC50 in µM for titrated hits | E. coli UTI89 K1F phage lysis, alamar blue, 2 h; higher % means a stronger effect;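 active = phage lysis inhibition, versus mean bacterial control, above a set limit; inconclusive = no clear call, values can overlap the other calls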;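 note: capsule biogenesis inhibitors block K1F phage lysis so surviving cells raise fluorescence; higher fluorescence means more inhibition of phage lysis; actives were called in the ten point dose series up to 300 µM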
# human PMI inhibition: inhibitors of human PMI, primary screen, biochemical, fluorescence intensity, coupled assay (AID 1209); purified PMI enzyme, coupled fluorescence intensity; higher % means a stronger effect; 190,000 compounds, 0.42% hits; inhibition, % at 20 µM, or IC50 in µM where a hit was titrated;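 note: plate controls were DMSO vehicle for no effect and wells lacking substrate for full effect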
# WT yeast gro inh mutant strain: further read-out of WT yeast gro inh, marked with its call; inhibition, %; mitochondrial fusion phenotypic screen, mutant strain inhibition
# Hep lipid drop cells 6.5 µM: second read-out of Hep lipid drop, no call of its own (marks repeat the call); cell count; measured here: cell count, cytotoxicity flag;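 cells counted across two imaged fields per well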
# Myeloid diff 2 GFP+ MAC1+ %: recorded beside Myeloid diff 2, whose call it bears; GFP+ MAC1+ double positive, %; measured here: differentiation confirmed by MAC1 staining
# * hit, by the source's call; i = inactive; ? = inconclusive; / = no result given; + = active, no number; [ ] = dose if it differs, or a comment. Cut-off read from the data, not from the text of the source, unless noted: active = inhibition above about 50%; inactive = the rest.
SMILES,human PMI inhibitors,Hep lipid drop,Hep lipid drop cells 6.5 µM,Myeloid diff 2,Myeloid diff 2 GFP+ MAC1+ %,CSM14.1 death rescue,TNAP activation fold,M1AAP inhibition,WT yeast gro inh,WT yeast gro inh mutant strain,K1F lysis inhibition,human PMI inhibition
COC(=O)CSc1nnnn1-c1ccccc1,0%,/,/,i,1.5,2.6%,1.1,8%,-4,-1,0.0%,-1%
CCCSC1=C(C#N)C(c2ccc(Cl)cc2Cl)CC(=O)N1 (stereo unspecified),-2%,13,773,i,1.5,-2.0%,1.1,3%,-2,0,0.2%,8%
CC(=O)c1ccc(N=c2scc(C)n2C(C)C)cc1,4%,-9,627,i,1.4,-8.0%,1.2,6%,4,-3,8.2%,1%
CCOCC(=O)Nc1cccc(-c2nc3cccnc3s2)c1C,9%,-14,764,i,1.8,0.0%,1.1,7%,-13,6,-0.4%,6%
COC(=O)CNC(=O)C(NC(=O)OCc1ccccc1)C(C)C (stereo unspecified),-4%,10,687,i,0.7,-0.4%,1.1,-3%,-3,-3,-0.4%,0%
COc1ccc(OCc2nc(N)nc(Nc3ccccc3OC)n2)cc1,8%,/,/,i,0.8,0.0%,1,7%,-7,-20,0.2%,12%
COc1ccccc1NC(=S)NC(NC(=O)c1ccco1)C(Cl)(Cl)Cl (stereo unspecified),6%,-6,557,i,0.6,-2.3%,1.1,23%,-3,1,3.2%[50 µM],19%
CC1=C(C(=O)OCc2ccccc2)C(c2cccnc2)n2nnnc2N1 (stereo unspecified),0%,/,/,i,0.8,3.4%,1.1,5%,-10,-4,3.6%,-1%
Cc1cccc(N2C(=O)NC3(CCCCC3)C2=O)c1,0%,-13,725,i,0.7,-2.1%,1,2%,-18,-9,0.8%,-2%
COc1ccccc1Cc1nc(-c2ccc(Br)o2)no1,17%,/,/,i,1.8,-1.2%,0.8,7%,11,5,5.8%,5%
COC(=O)CC1=C(C(=O)OC)C(c2cccs2)C(C#N)=C(N)O1 (stereo unspecified),31%,/,/,i,0.7,2.8%,1.2,8%,-12,2,0.8%,17%
CCOC(=O)c1c(C)nc(-c2ccccc2)nc1NC(=O)C(C)C,1%,19,770,i,2.5,-0.2%,1.1,4%,17,8,2.8%,6%
O=C(N/N=C/c1ccc2c(c1)OCO2)c1cccs1,6%,0,690,i,0.7,-10%,1.1,15%,-6,-5,0.4%,-8%
COc1ccccc1NC(=O)N1CCN(S(C)(=O)=O)CC1,0%,0,698,i,0.4,0.4%,1.1,-2%,-8,2,14%,4%
CCCCOC(=O)CCc1c(C)[nH]c(=S)[nH]c1=O,-3%,/,/,i,2.0,6.8%,1.1,0%,-3,-2,-0.2%,-2%
COc1cccc(CSc2nc3ccccc3[nH]2)c1,10%,0,651,i,0.2,-3.0%,1.3,14%,11,-6,0.2%,13%
COc1ccc(CNC(=O)c2ccc[nH]2)cc1,-2%,0,645,i,0.5,-1.6%,1,4%,1,0,0.0%,-12%
O=C(CSc1ccc(Cl)cc1)Nn1cnnc1,2%,/,/,+,8.0*,-0.8%,1.1,5%,-13,-3,-0.5%,-7%
COCc1cc(=O)n2[nH]c(N)nc2n1,/,5,641,i,0.3,/,/,8%,/,/,0.5%,/
Cn1c(SCC(=O)NC2CC2)nnc1-c1ccco1,-6%,/,/,i,1.5,2.5%,1.2,2%,19,15,0.6%,-9%
Cc1ccc(N2N=C(c3ccc(F)cc3)CC2c2ccco2)cc1 (stereo unspecified),-63%,11,744,i,0.3,-2.1%,1.4,14%,39,-8,-1.4%,-48%
COc1ccccc1NC(=O)COC(=O)c1cnc(C)cn1,-10%,-1,647,i,0.7,0.0%,1,0%,-9,2,-0.5%,-4%
Cc1noc(C)c1S(=O)(=O)N1CCCC(C(=O)NCCc2ccccc2)C1 (stereo unspecified),-11%,/,/,i,0.9,1.2%,1,8%,-9,-9,1.6%,0%
C=CCOc1c(CCC)cc(CCC)cc1C(N)=O,/,-26,633,i,0.6,/,/,2%,/,/,0.3%[50 µM],/
COc1cccc(/C=C2\SC(=S)N(C(Cc3ccccc3)C(=O)O)C2=O)c1 (stereo unspecified),1%,-1,684,i,0.6,-1.5%,1.1,?,-22,-14,-2.0%,6%
N/C(CS(=O)(=O)c1ccc(F)cc1)=N\O,/,-1,678,i,0.5,/,/,0%,/,/,-1.0%,/
COC(=O)c1c(NC(=O)CSc2nnc3ccccn23)sc2c1CCC2,6%,-16,692,i,0.1,0.6%,1.1,13%,11,4,2.5%[50 µM],8%
CCOC(=O)C(CCC#N)(CCC#N)C(=O)OCC,14%,/,/,i,1.5,-1.7%,1.1,3%,13,8,-0.1%,12%
Cc1ccc(S(=O)(=O)NC(=O)N2CCC(C)CC2)cc1,5%,/,/,/,/,0.2%,1.1,3%,-8,2,/,-1%
Cn1c(CN2CCCCC2)nc2cc(NS(=O)(=O)c3ccc(Cl)cc3)ccc21,-4%,-18,701,i,4.9,-3.9%,1,-1%,-4,-24,-0.4%[50 µM],2%
CC(=O)Cc1nsc(NC(=O)c2cn(-c3ccccc3)nc2-c2ccc(Br)cc2)n1,-4%,-1,771,i,0.3,2.6%,1.1,2%,-15,2,0.8%,0%
O=[N+]([O-])c1cc(/C=N/Nc2nc3ccccc3[nH]2)c(O)cc1O,-12%,2,634,/,/,-1.0%,1.6,4%,16,16,/,-16%
CCn1c(C(Cc2ccccc2)NC(=O)COC)nc2ccccc21 (stereo unspecified),5%,-46,658,?,/,/,1.1,-1%,1,1,0.6%,4%
CCOc1ccc(C2=Nc3ccccc3C(c3ccc(N4CCOCC4)cc3)=NN2)cc1,-24%,/,/,i,0.5,1.9%,1,4%,-10,-3,-0.1%,40%
CC(C)(C)OC(=O)N1CCOCCOCCNCCOCCOCC1,0%,-2,733,i,1.0,-0.2%,1.1,1%,-8,5,0.7%,1%
CCc1cc2c(=O)c(-c3nc4ccccc4[nH]3)coc2cc1OC(=O)N1CCOCC1,8%,/,/,i,0.9,-1.3%,0.9,9%,1,9,0.1%,10%
COC(=O)c1cn(-c2ccc(Cl)cc2)c(=O)c2ccccc12,-3%,11,838,i,0.4,2.2%,1,2%,2,-5,0.6%,2%
O=C(O)Cn1nc(C(F)(F)F)c2c1CCCC2,-5%,0,650,i,0.2,/,1,5%,-3,7,/,-11%
N/C(=N\OC(=O)CCCc1ccccc1)c1ccccn1,3%,16,572,i,0.5,-0.4%,1.1,-1%,7,-2,4.3%,-2%
O=C(NCc1ccco1)c1ccc(OCC2CCCO2)cc1 (stereo unspecified),9%,/,/,i,0.8,0.7%,1.1,3%,-19,9,0.0%,6%
COCCCNC(=O)CC(NS(=O)(=O)c1ccc(OC)cc1)c1ccc(OC)cc1 (stereo unspecified),15%,-13,528,i,0.7,-2.1%,1.1,-4%,24,-1,-0.2%,12%
CC(NCc1ccccc1O)c1ccccc1 (stereo unspecified),8%,-4,682,i,0.5,-0.6%,1.1,0%,-9,13,0.1%,-4%
Cc1ccccc1COCCN1CCN(S(=O)(=O)c2ccccc2)CCC1=O,/,0,670,i,1.5,/,/,-6%,/,/,0.2%,/
CCOC(=O)CSc1nc2c(c(=O)[nH]c(=O)n2C)n1C/C=C(/C)Cl,-7%,/,/,i,0.5,0.8%,1,-4%,0,-6,2.4%,-12%
COc1ccc(OC)c(NC(=O)CSC2=C(C#N)C(c3ccco3)C3=C(CCCC3=O)N2)c1 (stereo unspecified),3%,1,750,i,0.1,0.3%,1.1,8%,20,3,1.5%,15%
CCNc1nc(NCC)nc(OCCOC(=O)c2ccccc2)n1,8%,/,/,i,2.1,-1.2%,1.1,11%,-18,-8,-0.1%,10%
Oc1cccc2ccc(/C=C/c3ccc(Br)s3)nc12,5%,-26,745,i,0.4,5.2%,1,1%,32,2,-1.7%,-33%
Cc1ccccc1NC(=O)C1C2/C=C\CCCCC21 (stereo unspecified),4%,-2,674,i,0.4,-0.1%,1.2,0%,-15,8,2.2%[50 µM],12%
C=CCc1ccccc1OCC(=O)O,/,-3,641,i,0.0,/,/,-7%,/,/,-0.1%,/
O=C(N/N=C/c1cccc([N+](=O)[O-])c1O)c1cccs1,24%,0,595,i,0.9,-0.8%,1.1,18%,-24,0,-8.5%,28%
CCOc1ccc(NS(=O)(=O)c2cnc(Cl)c(Cl)c2)cc1,9%,10,666,i,0.4,-3.1%,1,6%,71*,-13*,2.2%[50 µM],12%
Cn1c(C(=O)NC2CCCCC2)cc2sccc21,-6%,/,/,i,4.6,-0.4%,1.1,7%,3,3,-0.8%,-13%
COc1ccc(Nc2nc(NCc3ccco3)nc(N/N=C/c3ccccc3Cl)n2)cc1,-6%,15,672,i,0.4,1.9%,1.2,8%,15,12,9.8%,0%
Cc1cccc(NC(=O)c2ccc3ccccc3n2)n1,7%,-29,709,i,1.0,-4.1%,1.1,4%,28,37,0.4%,6%
C/C(=N\NC(=O)c1cccc(S(=O)(=O)N2CCOCC2)c1)c1ccco1,/,-8,693,i,0.3,/,/,6%,/,/,0.4%,/
Cc1ccc2nc(SCc3nnc(-c4ccccc4[N+](=O)[O-])o3)c(C#N)cc2c1,-4%,/,/,i,8.0,-1.0%,1,1%,2,1,4.5%,1%
COc1ccc(CN(C)C(=O)c2cnc(OC)cc2C(F)(F)F)c(OC)c1,/,-33,681,i,1.0,/,/,19%,/,/,-1.9%,/
CNC(=O)C(=O)NCCCN1CCOCC1,-4%,7,709,i,1.1,/,1,4%,-6,4,0.2%,-4%

# High-throughput results from PubChem BioAssay.

# Rows were taken by chance; any-hit rate near 4.6%.
